TAG inh: reduces triacylglycerol accumulation in H9c2 cells; Nile Red lipid (TAG) fluorescence; cells loaded with 200 µM oleic acid; inhibition, % at 12.5 µM; AID 651582; 0.66% of 230,000 active;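 active means pattern-corrected inhibition of lipid staining of at least 50% with the nuclear-stain viability signal not falling by more than 50%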;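 further: 0% = DMSO wells and 100% = triacsin C control wells; some results filed as inactive read as strong as hits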
TAG inh DAPI viability: second read-out of TAG inh, no call of its own (marks repeat the call); DAPI nuclei signal change (viability), lower = more cytotoxic, %;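 whole-well DAPI fluorescence read on a plate reader as a viability signal; minus 50 percent equals half of cells still viable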
Numbers without * were called inactive; & = joins results of further samples. These rows are one share of the data; count on the stated rates, not on these rows.

SMILES	TAG inh	TAG inh DAPI viability
C/C(=N\OC(=O)c1c(-c2ccccc2Cl)noc1C)c1nccs1	-2	7
C=CCN1c2ccccc2Sc2cnccc21	7	-5
CC(=O)Nc1cccc(C(=O)OCC(=O)NNC(=O)c2cccs2)c1	-34	11
COC(=O)Nc1ccc(S(=O)(=O)N2CCC(Cc3ccccc3)CC2)cc1	-43	16
COC(=O)c1sc(S(=O)(=O)N2CCC(C)CC2)c(C(=O)OC)c1C	7	-13
Cc1ccc(S(=O)(=O)N2C[C@@H](C)[C@]3(C2)[C@H](O)[C@H](OC(=O)Nc2c(C)noc2C)C[C@H]2C(=O)N(c4ccccc4)C(=O)[C@H]23)cc1	7	-3
CC12CCC(=O)N1C(C(=O)NNC(=O)c1ccccc1Cl)CS2 (configuration not stated)	-6	-3
COc1ccc(CCNC2CC(=O)N(CCc3ccc(OC)c(OC)c3)C2=O)cc1OC (configuration not stated)	1	4
CC1(C(=O)NS(=O)(=O)c2cccc(F)c2)CCN1C(=O)Cc1ccccc1Cl (configuration not stated)	-8	8
CC(=O)Nc1ccc(C(=O)CN2C(=O)NC3(CCCc4ccccc43)C2=O)c(F)c1 (configuration not stated)	3	3
CCC(C)(C)n1nnnc1CN1CCC(NC(=O)c2ccccc2C)CC1	-3	-2
Cc1cc(C)c(N=C2SCC(=O)N2Cc2ccco2)c(C)c1	-3	4
O=c1ccc(Cc2ccccn2)n[nH]1	-21	21
CC(NC(=O)c1ccccc1Cl)C(=O)NCc1cccs1 (configuration not stated)	-14	-2
CC1(C)CC(=O)C/C(=N\NC(=S)NCc2ccccc2)C1	2	3
C[C@H]1CN([C@@H](C)CO)C(=O)c2cc(-c3ccccc3F)cnc2O[C@H]1CN(C)C(=O)C1CCOCC1	12	-3
CCOc1ccc(Br)cc1C(=S)N1CCCC1	-9	1
O=C(Nc1ccccc1F)N1CCCC1c1cccnc1 (configuration not stated)	-2	0
CSc1ccccc1NC(=O)CN(C)C(=O)c1ccc(-n2cccn2)cc1	1	2
COc1ccc2nc(NC(=O)C3CCCN3S(=O)(=O)c3ccc(C)cc3)sc2c1 (configuration not stated)	19	-10
CCC(=O)OCC(=O)Nc1cc([N+](=O)[O-])ccc1Cl	-17	32
O=C(O)C1CC(=O)N(c2ccc(F)cc2)C1 (configuration not stated)	-8	-11
C[C@@H]1C(=O)N(c2ccccc2)[C@@H]1c1ccncc1	0	2
O=C1CN(C(=O)COC(=O)[C@@H]2CCCN2S(=O)(=O)c2ccc(Cl)cc2)c2ccccc2N1	-4	1
CC(=O)N1CCN(S(=O)(=O)c2cccc(C(=O)NC3CCCc4ccccc43)c2)CC1 (configuration not stated)	22	-2
COc1ccc(CN2C[C@@H](CO)O[C@@H](n3cnc4c(NC5CC5)ncnc43)C2)cc1	-6	5
CCOC(=O)C1C(=O)C(C(=O)OCC)C(c2cccnc2)NC1c1cccnc1 (configuration not stated)	14	-3
COc1ccc(C2/C=C\CN(CC3CC3)CC(=O)N2Cc2ccc(F)cc2)cc1 (configuration not stated)	5	5
CCN(CC(=O)NC(=O)NCc1ccccc1)Cc1ccccc1	1	-7
N#CCCN(Cc1cccnc1)C(=S)NC(=O)c1ccc(S(=O)(=O)N2CCCC2)cc1	0	6
CC(C)(C)C(=O)Nc1ccc2c(c1)OCCOCCOc1cc(NC(=O)C(C)(C)C)ccc1OCCOCCO2	-1	7
COc1ccc(C2=CSC3=NCCN23)cc1Cl	11	-14
Cc1ccccc1S(=O)(=O)NCC1CCCO1 (configuration not stated)	-14	1
COc1ccc(-n2nnc3c(=O)n(CC(=O)OCc4ccccc4)cnc32)cc1	-16	4
COCC(C)N=C1NN=C(c2cc(C)n(Cc3ccccc3Cl)c2C)CS1 (configuration not stated)	-25	10
CCCCN(C)CCC(=O)Nc1ccc(Cl)cc1	-10	11
CNC(=S)Nc1ccc2nc(C)oc2c1	-9	7
Cc1cccc2cc(C#N)c(NCCNS(=O)(=O)c3ccccc3)nc12	1	-2
COc1cc(/C=N/Nc2ccc(C(F)(F)F)cn2)cc(OC)c1O	-11	-5
COc1ccc(OC)c2sc(NC(=O)C3CC3)nc12	20	-12
Cc1nccn1CCCNC(=O)CC1C(=O)NCCN1Cc1ccccc1C(F)(F)F (configuration not stated)	1	-5
COc1ccc([C@@H]2Sc3ccccc3N(CCN(C)C)C(=O)[C@@H]2OC(C)=O)cc1	21	-5
Nc1ccc(C(=O)N/N=C/c2cn(Cc3cccc(F)c3)c3ccccc23)cc1	-68	0
CNc1cnc(-c2ccccc2OC)cn1	-5	13
CC(C)=NNc1nc(-c2ccc(N3C(=O)CCC3=O)cc2)cs1	-4	3
CCCCN1C(=O)C(CC(=O)NCCCN(C)C)CC(C(=O)N(C)C)=C1C (configuration not stated)	5	-12
COc1ccc(C(C#N)Nc2ccccc2C)cc1 (configuration not stated)	2	-9
COc1cc2nnn(-c3ccncc3)c2cc1OC	-1	-3
CCOC(=O)c1cccc(NC(=O)C2CCCN(S(=O)(=O)c3c(C)n[nH]c3C)C2)c1 (configuration not stated)	-1	6
CCCS(=O)(=O)NC(=O)C1(C)CCN(C(=O)Cc2cccc(OC)c2)C1 (configuration not stated)	3	4

(more compounds)
SMILES	TAG inh	TAG inh DAPI viability
CC(C)c1nnc(NC(=O)c2ccc(N3C(=O)CCC3=O)cc2)s1	-1	-1
COc1cccc(C2CC(c3ccccc3Cl)n3nnnc3N2)c1 (configuration not stated)	-7	9
Cn1c(NC(=O)c2cccnc2)nc2ccccc21	7	8
Cc1ccc(NC(=O)CSc2nnc(C)n2-c2ccccc2)cc1	4	-2
COc1cc(Nc2ccccn2)cc(C(=O)Nc2cccc(C(F)(F)F)c2)c1	35&41	27&2
OC(CNCc1ccccc1)COCc1ccc(Cl)cc1 (configuration not stated)	2	4
COc1ccc(-c2cc(C(F)(F)F)nc(SCCC(=O)N3CCCC3)n2)cc1	-4	3
Cc1c(CCOC(=O)CC23CC4CC(CC(C)(C4)C2)C3)sc[n+]1Cc1ccc([N+](=O)[O-])cc1	30	-24
Cc1cc(C)n2nc(C(=O)NCCc3ccccc3)nc2n1	7	-8
CCOC(=O)NC(Nc1nnc(C)s1)(C(=O)OCC)C(F)(F)F (configuration not stated)	7	-10
CCN(CC)Cc1cc(O)c(CN(CC)CC)cc1O	-8	11
COc1cc(S(=O)(=O)Nc2ccc(C(=O)NCC(=O)O)cc2)ccc1NC(C)=O	-7	7
OCC1(CCOc2ccccc2)CCN(Cc2ccccc2C(F)(F)F)CC1	-8	7
CCCSc1nsc(SCCC)c1C(N)=O	-25	0
Cc1noc(C)c1NC(=O)N(C)C[C@H]1OCCCC[C@@H](C)Oc2ccc(NC(=O)c3ccccc3)cc2C(=O)N([C@H](C)CO)C[C@@H]1C	-4	-1
Cc1ccccc1Cn1c(CN2CCN(C(=O)c3ccco3)CC2)nc2c1c(=O)n(C)c(=O)n2C	4	-2
O=C(NNS(=O)(=O)c1ccccc1)C1CCN(S(=O)(=O)c2ccc(Cl)cc2)CC1	-2	0
CC(C)CNc1ncnc2c1ncn2[C@H]1CN(Cc2cccs2)C[C@@H](CO)O1	2	-2
CC(=O)Nc1ccc(C(=O)N2CCCc3ccccc32)cc1	1	-1
Cc1cccc(-n2ncc3c(NCCc4ccc(S(N)(=O)=O)cc4)ncnc32)c1	19	-1
Cc1ccc(NC(=O)Nc2nc3ccc(S(C)(=O)=O)cc3s2)cc1	8	6
COc1cccc2sc(Nc3nc4ccc(NC(C)=O)cc4s3)nc12	23	188
O=C(Oc1cccc(Cl)c1)N1CCOCC1	-8	7
CCN1CCc2nc3ccccc3c(C(=O)Nc3ccc(C#N)cc3)c2C1	11	6
CC(=O)Nc1cccc(NC(=O)Nc2ccc(F)cc2F)c1	4	-1

One compound at a time, from the list above:
Cc1noc(C)c1NC(=O)N(C)C[C@H]1OCCCC[C@@H](C)Oc2ccc(NC(=O)c3ccccc3)cc2C(=O)N([C@H](C)CO)C[C@@H]1C in the list: TAG inh = -4; TAG inh DAPI viability = -1
Cn1c(NC(=O)c2cccnc2)nc2ccccc21 in the list: TAG inh = 7; TAG inh DAPI viability = 8

Continuation:
SMILES	TAG inh	TAG inh DAPI viability
Cc1nnc(NC(=O)CSc2nnc(CCc3nc4ccccc4[nH]3)n2C)s1	1	1
Cc1ccc(N2CC(C(=O)N3CCN(c4ccccn4)CC3)CC2=O)cc1 (configuration not stated)	-13	0
CCOc1ccc(C(C)=O)cc1COC(=O)c1cc([N+](=O)[O-])ccc1N1CCOCC1	-9	-3
O=C(CSc1nc(O)c(C2CCCCC2)c(=O)[nH]1)NCC1CCCO1 (configuration not stated)	15	-11
COc1cccc(/C=N/NC(=O)CNC(=O)c2ccc(S(=O)(=O)N3CCCC3)cc2)c1OC	-14	1
CCn1c(=NC(=O)CS(=O)(=O)c2ccc(C)cc2)sc2cccc(OC)c21	-41	1
COc1cccc(/C=C/C(=O)NCc2cn3cc(Cl)ccc3n2)c1	75	-78
CC(=O)Nc1cc(-c2ccccc2)cn2c(-c3ccc(F)cc3)cnc12	-19	7
CCOC(=O)NNC(=O)NCCCCCCNC(=O)NNC(=O)OCC	-4	1
CNC(=S)NNC(=O)c1oc2nc(-c3ccccc3)cc(-c3ccco3)c2c1N	5	14
COCCN(Cc1ccccc1)C(=O)c1cccc(S(=O)(=O)N2CCN(c3ccc(F)cc3)CC2)c1	-16	10
Cc1sc2nc(CSc3ccccc3)nc(N3CCC(C(N)=O)CC3)c2c1C	-3	-7
CC(C)N1C(=O)S/C(=C/c2ccccc2OCc2ccc(C(=O)O)cc2)C1=O	1	-8
Cc1ccc(S(=O)(=O)NCCC(=O)NNC(=O)COc2ccccc2Cl)cc1C	-12	-2
O=C(O)CCC(=O)NNc1ncnc2ccccc12	9	-1
S=C(NCC1CCCO1)Nc1cccc(Cl)c1 (configuration not stated)	-12	-2
COc1cccc(OC)c1C(=O)Nn1c(-c2cccc(C)c2)nc2ccccc2c1=O	-20	-4
CN1N=C(C(C)(C)C)CSC1=Nc1ccccc1	-2	-1
O=C(N/N=C/c1cccs1)c1cccc(S(=O)(=O)Nc2ccc(Cl)cc2)c1	-11	-2
CCc1ccc(N2CC(C(=O)Nc3nccs3)CC2=O)cc1 (configuration not stated)	13	0
O=C1c2ccccc2C(=O)C1c1ccnc2ccccc12	-2	-9
CC#CC(=O)N1CCCC(Cc2cccc(OC)c2)(C(=O)OCC)C1 (configuration not stated)	1	4
CNc1nc(-c2ccccc2)nc(-c2ccc(OC)cc2)c1C#N	-4	3
O=C(NCCc1ccccn1)c1cc(-c2ccc(Cl)cc2)nc2ccccc12	-11	6
COc1ccc(C(C)=O)cc1COC(=O)CNC(=O)C1CCCCC1	-5	7
CCN(C(=O)COC(=O)c1c(C)nn(-c2ccccc2)c1C)C1CCS(=O)(=O)C1 (configuration not stated)	10	-8
O=C1N=c2ccccc2=C1c1sc(=S)n(CC2CCCO2)c1O (configuration not stated)	7	-3
COc1ccc(S(=O)(=O)NNC(=O)c2ccc(-n3c(C)ccc3C)cc2)cc1	15	-12
COc1ccc(OCc2cc(C(=O)N3CCC(OC)CC3)no2)c2ccccc12	-2	-18
COc1ccc(OC)c(NC(=O)CN2CCN(C(=O)c3ccco3)CC2)c1	8	-5
Cn1ccnc1SCC(=O)Nc1ccc(F)c([N+](=O)[O-])c1	2	3
CCOc1ccc(/C(O)=C2/C(=O)C(=O)N(CCCn3ccnc3)C2c2cccs2)cc1Cl (configuration not stated)	-8	-8
Cc1ccc(NS(=O)(=O)N(C)C)cc1	-2	1
COc1ccc(OC)c(NC(=O)c2c(NC(=O)CNCc3ccco3)sc3c2CCC3)c1	-5	11
O=c1[nH]c2ccccc2nc1-c1ccccc1	1	6
COc1cccc(N2CCN(C(=O)c3ccc(N4C(=O)NC5CC4(C)Oc4ccccc45)cc3)CC2)c1 (configuration not stated)	12	8
Brc1ccc(-c2nn[nH]n2)cc1	-7	-1
CCOC(=O)NCc1ccc(S(=O)(=O)Nc2ccccc2C)cc1	8	-11
Cc1cc(C(=O)OCC(=O)NC2CCS(=O)(=O)C2)c(C)n1-c1ccccc1 (configuration not stated)	-16	11
CC1CCc2nc(NC(=O)C3COc4ccccc4O3)sc2C1 (configuration not stated)	-14	5
COc1cc(OC)cc(-n2nnnc2SCC(=O)NCc2cccs2)c1	2	-13
C[C@H](NC(=O)c1nc[nH]c1C(=O)NC[C@@H](C)O)c1ccccc1	1	8
CC(C)(O)C(=O)N/N=C\c1ccc(OC/C=C/c2ccccc2)cc1	-14	-4
Cc1oc(-c2cccc3ccccc23)nc1CN1CCC[C@H]1CO	10	22
CC(C(=O)N1CCCc2ccccc21)N1CCN(c2ccccn2)CC1 (configuration not stated)	8	-3

Copied from the entries so far, five compounds:
SMILES	TAG inh	TAG inh DAPI viability
COc1cc(OC)cc(-n2nnnc2SCC(=O)NCc2cccs2)c1	2	-13
C[C@H](NC(=O)c1nc[nH]c1C(=O)NC[C@@H](C)O)c1ccccc1	1	8
CC(C)(O)C(=O)N/N=C\c1ccc(OC/C=C/c2ccccc2)cc1	-14	-4
Cc1oc(-c2cccc3ccccc23)nc1CN1CCC[C@H]1CO	10	22
CC(C(=O)N1CCCc2ccccc21)N1CCN(c2ccccn2)CC1 (configuration not stated)	8	-3

Source: PubChem BioAssay (Sanford-Burnham Center for Chemical Genomics)
